Assay outcomes: PubChem, several laboratories
V-ATPase pH: regulators of yeast V-ATPase proton transport | response, % at 10 µM | actives 0.37% (n = 350,000) | S. cerevisiae, pHLuorin cytosolic pH fluorescence; in the data active = response mostly above about 7.3%, no sharp cut-off; inactive = mostly below about 5.4%; note: actives read high; inactives centre near 0; some compounds called inactive have numbers as strong as hits
cardiac RTF act: cardiac RTF calcium sensitization; actives 0.24% (n = 340,000); activation, % at 7.2 µM; IANBD-labeled TnC RTF fluorescence at EC20 calcium; 0% EC20 calcium, 100% full calcium;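 active = activation above the mean over all tested compounds plus 3 SD, cut at about 30% in these data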;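 note: rise in fluorescence read as greater calcium sensitivity of cardiac thin filaments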
CAL PDZ FP-1: CAL PDZ (human) peptide binding inhibition; purified CAL PDZ, TMR-peptide fluorescence polarization, 1 h; inhibition, % at 24.9 µM; actives 0.92% (n = 300,000); AID 602252;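 active = mean inhibition of at least 30% with at least half of replicates also reaching 30%; inconclusive = no clear call, values can overlap the other calls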;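 note: 0% = DMSO neutral control and 100% = excess unlabeled competitor peptide PRC23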
Wnt bcat act: activators of Wnt/beta-catenin signaling. Wnt/beta-catenin reporter cell assay, activator, plate reader. activation, % at 9.35 µM. actives 1.2% (n = 300,000). AID 743398; in the data active = activation above about 30%, passing the limit was not always enough; inconclusive = no clear call, values can overlap the other calls;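 note: 0% = neutral control wells and 100% = positive control wells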
CDK5 p35 inh: CDK5/p35 (human) kinase inhibition. Q00535+Q15078. Recombinant CDK5/p35, ADP-Glo luminescence, 60 min. inhibition, % at 10 µM. actives 0.01% (n = 330,000). AID 488839;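 active = highest replicate inhibition of at least 50% and at least 75% of replicates reaching 50%; inconclusive = only one of the two criteria met; inactive = both criteria failed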;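 note: plate controls were DMSO neutral control for no effect and GW8510 at 10 µM for full effect; many of its hits are not listed in these tables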
Target sequence (Q00535 whole entry, looked up): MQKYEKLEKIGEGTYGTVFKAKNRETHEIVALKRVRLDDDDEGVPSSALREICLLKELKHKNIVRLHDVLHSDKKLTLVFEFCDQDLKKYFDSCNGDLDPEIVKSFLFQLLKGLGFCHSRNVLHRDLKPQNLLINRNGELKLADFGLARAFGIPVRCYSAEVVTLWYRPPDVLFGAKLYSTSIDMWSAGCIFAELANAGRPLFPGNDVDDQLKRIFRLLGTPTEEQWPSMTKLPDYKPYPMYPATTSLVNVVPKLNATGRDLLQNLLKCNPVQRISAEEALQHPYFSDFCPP
Target sequence (Q15078 whole entry, looked up): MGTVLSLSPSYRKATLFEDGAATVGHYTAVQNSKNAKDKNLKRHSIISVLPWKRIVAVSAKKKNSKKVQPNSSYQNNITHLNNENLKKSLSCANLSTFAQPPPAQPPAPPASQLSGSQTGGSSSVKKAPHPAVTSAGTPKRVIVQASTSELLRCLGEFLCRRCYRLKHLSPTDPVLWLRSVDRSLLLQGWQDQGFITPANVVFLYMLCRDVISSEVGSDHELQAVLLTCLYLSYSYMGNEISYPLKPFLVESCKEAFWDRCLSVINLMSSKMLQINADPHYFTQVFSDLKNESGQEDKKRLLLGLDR
CAL PDZ FP-2: human CAL PDZ-peptide interaction inhibition | Q9HD26 | purified CAL PDZ, TMR-peptide fluorescence polarization, 1 h | inhibition, % at 20 µM | actives 0.02% (n = 330,000) | AID 504414;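 active = highest replicate inhibition of at least 40%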;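 note: plate controls were DMSO neutral control wells for no effect and unlabeled competitor peptide control wells for full effect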
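Material: tagged CAL PDZ protein CerCALP, purified; buffer or medium: sodium phosphate/NaCl buffer pH 7.4 with TCEP, IgG, Thesit; also added: fluorescent TMR peptide probe; schedule: 1 h incubation at room temperature before polarization reading; technique: fluorescence polarization from S- and P-plane intensities, G-factor corrected; control set: unlabelled peptide and DMSO controls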
Tat transport: inhibitors of E. coli Tat protein transport; AID 488895; inhibition, % at 10 µM; E. coli MC4100 TorA-mCherry Tat export, fluorescence; actives 0.036% (n = 340,000);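 active = mean replicate inhibition at least 50% and at least half of replicates individually reaching 50%; inconclusive = only one of the two criteria met; inactive = neither criterion met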;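 note: exported cargo escapes ClpAP degradation while cytoplasmic cargo is degraded and loses fluorescence; 0% = median of neutral control wells and 100% = median of NaSCN control wells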
MITF act: activators of MITF-driven TRPM1 promoter activity in SK-MEL-5 cells | activation, % at 12.5 µM | actives 0.75% (n = 300,000) | SK-MEL-5 TRPM1-promoter luciferase, 24 h; % of positive control, neutral wells = 0;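 active = mean activation of at least 80% with every replicate also reaching 80%; inconclusive = mean reaches 80% but some replicate falls short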;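 note: 0% = neutral control wells and 100% = parthenolide positive control wells; values of inactives mirror those of a sister screen read the other way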
dFosB activator: mouse delta FosB homodimer activation; activation, % at 25 µM; purified delta FosB, TAMRA-CDK5 oligo fluorescence polarization; percent of positive-control signal above neutral wells; AID 493131; actives 0.99% (n = 340,000); P13346;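 active = mean activation above about 17%, with every replicate also reaching it, limit read from the data, passing the limit was not always enough; inconclusive = only one of the two conditions met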;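 note: fluorescence polarization rise as delta FosB binds a TAMRA Cdk5 AP-1 oligo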
Rtt109 HAT inh: inhibitors of Candida albicans Rtt109/Vps75 histone acetyltransferase; Q5AAJ8; purified Rtt109/Vps75, ThioGlo CoA-SH fluorescence, 4 h; inhibition, % at 34.9 µM; actives 0.16% (n = 330,000);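 active = inhibition of at least 50% in every replicate; inconclusive = best replicate reaches 50% inhibition but some replicates fall short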
Target sequence (Q5AAJ8 whole entry, looked up): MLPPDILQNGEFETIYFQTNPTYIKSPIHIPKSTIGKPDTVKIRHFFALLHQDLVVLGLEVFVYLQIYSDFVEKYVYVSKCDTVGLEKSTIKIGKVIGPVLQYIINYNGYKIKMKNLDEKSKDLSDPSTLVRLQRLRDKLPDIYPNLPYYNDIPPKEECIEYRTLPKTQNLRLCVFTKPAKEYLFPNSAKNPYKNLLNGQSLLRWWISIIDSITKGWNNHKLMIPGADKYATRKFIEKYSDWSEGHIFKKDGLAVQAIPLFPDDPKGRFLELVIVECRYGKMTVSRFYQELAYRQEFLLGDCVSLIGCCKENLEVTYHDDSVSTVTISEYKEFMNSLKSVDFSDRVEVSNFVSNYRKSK
* = called active by the depositor; ? = inconclusive; . = no result given.

SMILES	V-ATPase pH	cardiac RTF act	CAL PDZ FP-1	Wnt bcat act	CDK5 p35 inh	CAL PDZ FP-2	Tat transport	MITF act	dFosB activator	Rtt109 HAT inh
Cc1sc2nc(CSCC(=O)Nc3ccc(C(F)(F)F)cc3)[nH]c(=O)c2c1C	2	-3	2	-2	-0.6	-0.7	5	-6	-12	-2
N#CCCc1cccc(CCC#N)c1	1	-3	-1	-2	-3.6	0.8	-4	12	4	-9
O=C(NN1CCOCC1)c1ccc(Cl)c([N+](=O)[O-])c1	-3	0	-1	-3	-1.5	-2.2	-3	3	-3	1
Cc1cc(NC(=O)Cn2nc3c(cc2=O)CCCC3)ccc1Br	-1	-6	-1	.	0.2	.	-10	-1	0	-3
COC(=O)[C@H]1C[C@H](O)CN1S(=O)(=O)c1ccc(Br)cc1F	-2	-5	-24	0	-3.2	-2.1	-2	4	5	-7
O=C(O)c1ccc(Cl)c(S(=O)(=O)N2CCC(Cc3ccccc3)CC2)c1	-2	-5	-4	4	-3.7	-3.1	0	-2	-3	6
COC(=O)c1ccccc1NC(=O)CN1CCc2ccccc2C1	-1	-3	-1	0	-0.2	-0.5	-8	.	-6	-12
Cc1ccc(C(=O)NCCCNC(=O)COc2ccc(Cl)c(C)c2)cn1	7	-3	-1	-3	-0.2	-1.0	5	-6	-9	.
CC(=O)c1ccc(NC(=O)/C(=C\c2ccc(F)cc2)NC(=O)c2ccco2)cc1	1	-6	.	-1	1.1	-1.4	-1	-4	-11	-1
COC(=O)[C@H](CCSC)NC(=O)Nc1ccc(S(N)(=O)=O)cc1	4	-3	5	17	0.0	-0.4	3	2	6	6
O=C(Nc1cccc(S(=O)(=O)N2CCCC2)c1)c1cc(S(=O)(=O)N2CCOCC2)ccc1F	-1	-17	-2	0	-0.7	-2.1	-15	-6	-11	9
CCCc1cc(CNC(=O)C2CCC(=O)N(Cc3ccccc3OC)C2)on1 (stereo unspecified)	1	-1	-7	1	-1.2	-0.4	2	-2	-8	-3
CC(OC(=O)c1cc(S(=O)(=O)N2CCOCC2)ccc1F)C(=O)NCC1CCCCC1 (stereo unspecified)	5	2	-6	0	0.0	-1.2	-9	17	-8	4
Oc1ccc(-c2nnc(SCC3CCCCC3)o2)cc1	0	-3	-3	53*	-1.2	-1.1	0	.	-7	4
CC(=O)c1sc(-c2ccc(F)cc2)cc1NS(=O)(=O)c1ccccc1	-9	-2	-9	3	0.3	-0.8	1	.	11	-6
CN(C)S(=O)(=O)c1cccc(C(=O)NC2CCSc3ccccc32)c1 (stereo unspecified)	4	4	15	-4	2.6	-3.3	3	5	-6	8
CCOC(=O)[C@@H]1[C@H]2COc3ccccc3[C@@H]2N2C(=O)N(c3ccc(OC)cc3)C(=O)[C@]12C	2	9	-1	0	0.3	-0.9	2	-6	-5	1
CCc1ccc(NC(=O)c2ccc3c(=O)n4c(nc3c2)CCCCC4)cc1	-2	1	-3	6	0.6	-0.3	0	25	-10	2
O=C(O)c1cc(NC(=O)c2ccc([N+](=O)[O-])cc2)cc(NC(=O)c2ccc([N+](=O)[O-])cc2)c1	-4	-1	-5	8	-0.1	0.4	-3	-2	2	6
c1ccc(-c2nnc(SCc3cn4ccsc4n3)o2)cc1	-4	4	-3	18	-0.4	0.0	-2	40	-6	-5
CNC(=S)N(Cc1cccs1)Cc1cc2ccc(OC)cc2[nH]c1=O	7	3	-3	.	0.9	-0.8	-6	2	-2	-9
COCC1CCN(C(=O)C2CCC(=O)N(CCc3cccc(F)c3)C2)CC1 (stereo unspecified)	-5	-1	0	1	0.4	-3.0	-3	25	-12	-18
COc1ccc(CCNC(=O)/C=C/c2ccc(S(=O)(=O)N3CCOCC3)cc2)cc1	-1	-7	-4	-5	-0.4	-2.5	-2	4	-9	.
Cc1[nH]nc2c1/C(=N\O)CC(C)(C)C2	0	-3	-1	0	1.2	-0.9	-9	.	8	-2
COc1ccc(Cl)cc1-c1nc(SCC(=O)NCC2CCCO2)n[nH]1 (stereo unspecified)	0	5	.	0	1.0	-0.4	2	-10	-5	7
O=C(NCc1ccccn1)c1nc(-c2cccs2)no1	3	-2	-2	20	-0.9	-1.7	6	2	-5	.
CCCn1cnc2c(oc3ccccc32)c1=O	1	2	1	7	0.7	-0.5	1	5	-2	0
CCC(Oc1ccc(Br)cc1Cl)C(=O)Nc1nnc(C2CC2)s1 (stereo unspecified)	4	-1	-1	1	2.3	-0.8	3	2	-20	3
Cc1cc(C)c(C)c(S(=O)(=O)NCc2ccncc2)c1C	5	-5	.	-1	-0.1	-1.0	-7	-25	-5	3
OC[C@@H](O)C1OC2NC(=S)OC2C1O (stereo partly specified)	1	9	-6	-1	-1.1	0.4	2	-4	-24	1
COC(=O)c1ccc(CS(=O)(=O)c2ccc(F)cc2)o1	1	32*	3	-1	-1.3	1.6	0	-8	-2	-3
Cc1ccc(-c2nn(-c3ccc(F)cc3)cc2C(=O)NCC2CCCO2)cc1 (stereo unspecified)	-1	-3	-2	3	-2.1	-3.7	14	7	-17	-10
CCOC(=O)N1CCN(C(=O)c2ccc(CN(c3ccc(C)c(C)c3)S(C)(=O)=O)cc2)CC1	3	-8	0	1	-0.1	1.6	4	-15	-12	-8
Cc1ccccc1NC(=O)c1ccc2c(c1)C(=O)N(CC(C)C)C2=O	-2	-7	-6	1	-0.2	-0.4	-1	.	2	-7
CCN(CC)CCCn1c2c(c(SCC(=O)Nc3ccccc3Cl)nc1=O)CCC2	6	-2	-5	0	2.0	-3.4	5	9	-10	10
Cc1c(C(=O)Nc2ccc(Cl)cc2)c2ccccn2c1C(=O)c1ccc([N+](=O)[O-])cc1	.	-5	-2	1	-0.9	-0.3	4	.	-11	-1
COc1ccc(-n2c3c(cc(C(=O)NCC(=O)c4ccccc4)c2=O)C(=O)CC(C)(C)C3)cc1	2	5	.	1	4.7	-0.6	11	6	1	3
COc1ccc(-c2nc3cnccn3c2Nc2ccc3c(c2)OCO3)cc1	-3	-2	1	5	0.9	1.3	3	3	-2	9
CCN1C(=O)C(O)(C2COC(C)(C)CC2=O)c2cc(Br)ccc21 (stereo unspecified)	5	-1	4	-1	1.9	0.5	3	-7	3	0
Cc1ccc(SCc2nc(N)nc(Nc3ccccc3C)n2)c(C)c1	2	-6	-1	4	0.5	-2.0	6	-3	-4	-2
COCc1c(C(=O)N2CCN(Cc3ccc4c(c3)OCO4)CC2)oc2ccccc12	-5	-2	-4	-2	1.0	0.5	1	0	-10	-2
Cn1c(=O)c2c(nc(Br)n2Cc2ccccc2Cl)n(C)c1=O	4	1	2	-2	-0.6	-0.3	3	-6	-8	0
CCOc1ccc(C(=O)NC2CC3CCCC(C2)N3Cc2ccccc2)cc1 (stereo unspecified)	-4	-9	-2	1	-0.6	50*	-5	8	-6	15
O=c1oc(-c2cccc(S(=O)(=O)N3CCOCC3)c2)nc2ccccc12	2	9	-2	.	-0.3	-0.6	1	-18	-8	3
COc1cc(NCCCNC(C)C)c2nccc(C)c2c1	-2	7	.	3	-1.3	0.6	-7	-33	11	-1

The list goes on, overlapping the part above by 2 compounds.
SMILES	V-ATPase pH	cardiac RTF act	CAL PDZ FP-1	Wnt bcat act	CDK5 p35 inh	CAL PDZ FP-2	Tat transport	MITF act	dFosB activator	Rtt109 HAT inh
O=c1oc(-c2cccc(S(=O)(=O)N3CCOCC3)c2)nc2ccccc12	2	9	-2	.	-0.3	-0.6	1	-18	-8	3
COc1cc(NCCCNC(C)C)c2nccc(C)c2c1	-2	7	.	3	-1.3	0.6	-7	-33	11	-1
COc1ccc(/C=C2\SC(=O)N(CCNC(=O)CCS(=O)(=O)c3ccc(C)cc3)C2=O)cc1	0	4	-6	33*	-3.1	-1.5	3	55	-2	10
CCOc1ccc(C(Nc2cccnc2)c2cc(Cl)c3cccnc3c2O)cc1 (stereo unspecified)	-2	-5	-3	0	5.6	.	1	-45	-2	6
COc1cc(/C=N/NC(=O)CNC(=O)c2ccncc2)ccc1OC(C)=O	3	-1	-4	1	3.2	-2.9	-2	1	-1	-2
c1ccc(OCCCc2nc(-c3ccccn3)no2)cc1	-1	6	-2	5	-0.5	-0.1	3	46	8	-3
CC(=O)c1cccc(NC(=O)COC(=O)c2ccc3c(c2)OCCO3)c1	1	-3	0	-1	-0.1	16	-1	8	-18	-6
O=C(c1ccncc1)N1CCN(C(=O)c2ccco2)CC1	4	2	3	.	-1.6	.	9	-1	0	-3
CCOC(=O)c1c2c3c(c(Cl)ccc3[nH]c1=O)C(=O)c1ccccc1-2	6	.	-7	1	-0.7	1.8	?	-6	4	-9
CCOc1ccc(/C=N/NC(=O)Cc2csc(Nc3cccc(C(F)(F)F)c3)n2)cc1	-1	2	0	.	-0.9	-0.4	1	-13	-1	-9
Cc1csc(NC(=O)C2=COCCO2)n1	-1	-7	-5	5	-0.2	-2.8	-3	53	-10	4
COCCNC(=O)c1ccc2c(c1)NC(=O)CS2	2	-4	-2	.	-1.1	-0.2	2	-1	5	-8
COC(CN(C)C(=O)c1cn(C)c2ccc(S(=O)(=O)N(C)C3CCCCC3)cc2c1=O)OC	1	-2	-4	3	1.2	-1.0	-4	5	-3	-2
CCOc1ccccc1N1CC(C(=O)Nc2ccc3c(c2)OCCO3)CC1=O (stereo unspecified)	-3	-1	-3	0	1.7	-0.1	-8	4	-8	0
Nc1ccc(C(=O)N2CCN(S(=O)(=O)c3ccc(Br)cc3)CC2)cc1[N+](=O)[O-]	2	-3	-2	-3	0.2	-1.8	3	-1	-5	12
COc1cc(NC(=S)N2CCCCC2C)c(OC)cc1Cl (stereo unspecified)	7	0	-1	0	-0.8	-2.7	-3	7	1	-1
O=[N+]([O-])c1ccc(CSc2ccc(S(=O)(=O)N3CCOCC3)cn2)cc1	0	5	-4	-4	0.8	-1.7	0	-4	0	13
CC(=O)NNC(=S)NC(=O)c1ccc(C)cc1	8	-1	-4	0	0.0	-0.9	3	-7	-7	-10
N#Cc1c(N)nc(SCC(=O)C23CC4CC(CC(C4)C2)C3)c(C#N)c1-c1ccc(Cl)cc1	-2	2	0	.	1.3	0.4	3	-9	3	0
CCCNC(=O)C1(CC2CC(c3ccccc3)=NO2)CCN(C(=O)OC(C)(C)C)CC1 (stereo unspecified)	8	14	-5	-5	0.1	0.0	3	12	-3	6
Cc1nonc1NC(=O)CSc1ccc(-c2ccccc2)nn1	3	0	-3	.	-0.5	.	2	17	-1	1
O=C(CN1C(=O)C2C3CC(C(Br)C3Br)C2C1=O)N1CCN(Cc2ccccc2)CC1 (stereo unspecified)	-3	-5	.	4	-4.9	-0.4	-9	.	-2	9
O=CNc1ccccc1Oc1ccccc1	-3	-2	0	.	-0.5	0.7	2	0	-4	-1
